NCOA2 inhibitor: human SRC2 (NCOA2) inhibition. HEK293 GAL4-SRC2 luciferase reporter, luminescence. hit rate 0.17% among 370,000. Q15596. inhibition, % at 9 µM;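 active = inhibition above the mean inhibition of all tested compounds plus 3 SD, set per campaign, cut at about 52% in these data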;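 also: 0% = DMSO treated cells and 100% = cells given Gossypol at 36 µM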
Target sequence (Q15596 whole entry, looked up, the tested form may be a part): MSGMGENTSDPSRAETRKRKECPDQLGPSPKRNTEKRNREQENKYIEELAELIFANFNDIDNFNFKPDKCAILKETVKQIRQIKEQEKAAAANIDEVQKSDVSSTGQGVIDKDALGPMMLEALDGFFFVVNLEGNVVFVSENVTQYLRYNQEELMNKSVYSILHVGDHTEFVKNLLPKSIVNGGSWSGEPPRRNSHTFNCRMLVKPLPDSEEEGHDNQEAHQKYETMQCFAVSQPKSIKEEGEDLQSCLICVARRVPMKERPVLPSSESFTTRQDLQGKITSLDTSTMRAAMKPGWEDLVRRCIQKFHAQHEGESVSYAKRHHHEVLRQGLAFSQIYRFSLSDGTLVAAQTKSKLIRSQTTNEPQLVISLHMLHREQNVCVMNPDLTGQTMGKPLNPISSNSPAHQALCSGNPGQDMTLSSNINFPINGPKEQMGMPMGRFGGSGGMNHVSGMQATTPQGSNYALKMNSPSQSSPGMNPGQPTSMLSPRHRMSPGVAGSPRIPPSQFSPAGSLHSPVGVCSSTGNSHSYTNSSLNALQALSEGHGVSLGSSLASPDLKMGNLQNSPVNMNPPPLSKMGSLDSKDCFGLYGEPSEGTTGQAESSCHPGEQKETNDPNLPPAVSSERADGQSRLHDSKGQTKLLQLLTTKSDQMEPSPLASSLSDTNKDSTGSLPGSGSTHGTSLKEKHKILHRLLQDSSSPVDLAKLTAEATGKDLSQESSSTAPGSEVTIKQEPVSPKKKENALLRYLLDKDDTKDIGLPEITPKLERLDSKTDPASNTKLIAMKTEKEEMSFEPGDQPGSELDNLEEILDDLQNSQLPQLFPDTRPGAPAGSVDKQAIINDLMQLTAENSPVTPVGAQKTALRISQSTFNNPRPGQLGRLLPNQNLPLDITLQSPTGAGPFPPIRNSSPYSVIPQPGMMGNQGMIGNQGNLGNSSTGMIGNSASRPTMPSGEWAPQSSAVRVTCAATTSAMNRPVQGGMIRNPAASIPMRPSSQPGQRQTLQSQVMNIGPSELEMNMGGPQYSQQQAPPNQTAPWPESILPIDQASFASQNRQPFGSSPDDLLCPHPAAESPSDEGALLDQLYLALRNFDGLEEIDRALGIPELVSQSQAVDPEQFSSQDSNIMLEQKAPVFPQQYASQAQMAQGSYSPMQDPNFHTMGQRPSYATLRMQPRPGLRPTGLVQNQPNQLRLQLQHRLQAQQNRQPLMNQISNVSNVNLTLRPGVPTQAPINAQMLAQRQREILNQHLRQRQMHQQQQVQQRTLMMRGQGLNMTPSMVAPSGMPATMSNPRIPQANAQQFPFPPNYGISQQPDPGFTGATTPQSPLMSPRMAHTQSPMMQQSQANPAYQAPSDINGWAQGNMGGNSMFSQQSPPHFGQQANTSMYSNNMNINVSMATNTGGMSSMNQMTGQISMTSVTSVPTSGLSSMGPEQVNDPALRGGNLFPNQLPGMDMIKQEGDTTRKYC
NR2F2 inh: NR2F2 (human) inhibition, primary screen; HEK293T NGFI-A luciferase reporter, luminescence; inhibition, % at 8.6 µM; hit rate 0.7% among 370,000; AID 686940;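 active = inhibition above a per-plate cutoff, mean inhibition of test wells between control levels plus 3 SD, cut at about 38% in these data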;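 also: cells cotransfected with COUP-TFII expression vector driving the NGFI-A reporter; 0% = median of COUP-TF2 test wells and 100% = reporter-only cells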
Numbers without * were called inactive. This is a subset. The share of hits here may be higher or lower than overall.

NR2F2 inh	NCOA2 inhibitor	molecule
-27	-25	NC(=O)C1=CN([C@@H]2O[C@H](COP(=O)(O)OP(=O)(O)OC[C@H]3O[C@@H](n4cnc5c(N)ncnc54)[C@H](O)[C@@H]3O)[C@@H](O)[C@H]2O)C=CC1
9	3	CC(C)(C)c1ccc(-c2cc(NC(=O)Cc3c[nH]c4ccccc34)ccc2Nc2cccnc2)cc1
-15	-2	COC(=O)C1=C(C)N(C)C(=NCc2ccccc2C(F)(F)F)NC1c1ccc(Cl)cc1 (stereo unspecified)
12	20	CCCCCCc1c[nH]c2ccc(O)c(-c3ccccc3)c12
-16	-27	CCCCCCCCN1C(=O)[C@@H](CC(=O)NCC23CC4CC(CC(C4)C2)C3)C[C@@]2(C(=O)OC)C1=C[C@H](C(C)(C)C)O[C@@H]2C
-8	-13	O=C(NCc1cc(C(F)(F)F)cc(C(F)(F)F)c1)C1CC(c2ccccc2C(F)(F)F)=NO1 (stereo unspecified)
-11	-12	COC[C@H]1CCCN1c1cccc2c1S(=O)(=O)N1CC[C@H](C1)O2
-11	-4	Nc1ncnc(N)c1NC(=O)c1ccccc1
1	5	Cc1cccc(C(=O)Nc2nc3ncccn3c2-c2ccc(C(F)(F)F)cc2)c1
1	0	CCNC(=O)N(C)[C@H]1C[C@H]2c3[nH]c4cccc(-c5ccc6c(c5)OCO6)c4c3CCN2C[C@H]1[C@H](C)O
2	3	O=C(NCc1ccccc1Cl)C1CCCN(c2nc3ccccc3o2)C1 (stereo unspecified)
-3	-7	COC(=O)[C@]12C[C@H](CC(=O)N3CCCC3)C(=O)N(Cc3ccccc3)C1=C[C@H](C(C)C)O[C@@H]2C1CC1
4	-15	CCOC(=O)[C@]12CCCCC/C=C\1N(CCc1ccc(Cl)cc1)C(=O)[C@H]2CC(=O)NCc1cccc2ccccc12
-8	4	C=CCN=C1NC(c2cccc(Cl)c2)C(C(=O)OC)=C(C)N1Cc1cccc(C(F)(F)F)c1 (stereo unspecified)
15	-2	CCCCN(C)C(=O)c1oc(=O)c2ccccc2c1-c1ccc(C)cc1
13	19	C[C@@H]1NS(=O)(=O)c2ccc(F)cc2O[C@@H]1c1ccccc1
-12	-21	COc1ccc(C=CC(=O)c2c(N)n(C)c(=O)n(C)c2=O)cc1
-7	-2	COC(=O)[C@H](C(C)C)N(CCc1cn(Cc2ccccc2)nn1)S(=O)(=O)c1ccccc1Br
-10	-97	CCOC(=O)c1c(C)oc2c1c(C(c1ccncc1)N1CCOCC1)c(O)c1ccccc12 (stereo unspecified)
8	-15	CCc1ccc(NC(=O)CN2C(=O)C(=O)N(Cc3ccccc3)C2=O)cc1
10	6	Cc1cc(C(=O)NN=Cc2ccccc2C(=O)O)n[nH]1
0	7	COC(=O)c1cc(-c2cc(F)cc(OC)c2)c(=O)n2c1CCC2
-11	-5	O=C(N[C@H](C(=O)N1CCC[C@H]1C(=O)NC1CCCC1)C1CCCCC1)C1CC1
-6	-22	C=CCN(CC#Cc1ccc(C)cc1)Cc1ccc(OC)cc1OC
-4	-4	CC(C)[C@H]1Cn2nnc(-c3ccccc3)c2Cn2c3ccccc3c(=O)n21
-24	-4	O=C(OCc1ccccc1)N1CCC2CC1c1ccc(N3CCN(Cc4ccccc4)CC3)cc12 (stereo unspecified)
-4	-11	CCOC(=O)[C@]12CCCCC/C=C\1N(CCc1ccc(Cl)cc1)C(=O)[C@H]2CC(=O)N1CCSCC1
2	-3	CCOC(=O)N1CCN(C(=O)C[C@H]2C[C@@]3(C(=O)OC)C(=C[C@H](COCc4ccccc4)O[C@@H]3C)N(Cc3ccccc3)C2=O)CC1
-12	9	CC(C)(C)S(=O)(=O)N1C[C@H]2C(=C(CCO)C[C@H]3C(=O)N(c4ccccc4)C(=O)[C@H]32)[C@@H]1CCO
-3	75*	Cc1ccc2cccc(NS(=O)(=O)c3ccccc3)c2n1
-7	-7	COC(=O)C1=C(C)N(Cc2ccc(C(F)(F)F)cc2)C(=NCc2cccc(C(F)(F)F)c2)NC1c1ccccc1C(F)(F)F (stereo unspecified)
-11	-9	O=C(NCc1ccccc1)[C@@H]1CCCN1C(=O)[C@H]1CCCN1C(=O)c1ccc(F)c(C(F)(F)F)c1
15	14	C=CCN1C(=O)[C@H](CC(=O)NCC23CC4CC(CC(C4)C2)C3)[C@@]2(C(=O)OC)CCCCC=C12
-9	-19	COc1ccc([C@H]2OC(=O)C[C@H]2C(=O)N2CCN(c3ccccc3F)CC2)cc1OC
-17	3	C[C@H](O)[C@@H]1CN2CCc3c([nH]c4cccc(-c5ccccc5)c34)[C@@H]2C[C@@H]1N(C)C(=O)Nc1ccccc1
1	4	COC(=O)[C@@]12CCCCC3=C1N(CCC3)C(=O)[C@H]2CC(=O)NCc1cccs1
-2	-10	COCCCNC(=O)C[C@H]1C[C@@]2(C(=O)OC)C(=C[C@H](C(C)(C)C)O[C@@H]2C)N(CCc2ccc(OC)c(OC)c2)C1=O
11	12	CCN(CC)C(=O)CC[C@@H]1CC[C@]2(CCCN(S(=O)(=O)C3CCCCC3)C2)O1
3	-1	O=C(CCS(=O)(=O)c1ccccc1)Nc1ccc(F)cc1Cl
-25	-1	CCCc1ccc(-c2cc(NC(=O)Cc3c(C)[nH]c4ccccc34)ccc2Nc2cccnc2)cc1
12	-17	CCN(C[C@@H]1[C@@H](c2ccccc2)[C@H](CO)N1S(C)(=O)=O)C(=O)C1CCC1
15	0	CC(C)c1[nH]nc2c1C(c1ccc(F)cc1)N(Cc1ccccc1)C2=O (stereo unspecified)
-6	-16	COCCCNC(=O)C[C@@H]1C(=O)N2CCCC3=C2[C@@]1(C(=O)OC)CCCC3
-3	14	CC(C)C[C@@H]1COc2cc(Br)ccc2S(=O)(=O)N1Cc1cn(Cc2ccccc2)nn1
15	4	COc1ccc(S[C@]2(C(=O)N(C)C)CC(=O)N(C(=O)Nc3ccc(C)c(Cl)c3)[C@@H]2c2ccc(OC)cc2)cc1
-11	23	Cc1ccccc1Cn1cc(CN2[C@@H](Cc3ccccc3)COc3cc(Br)ccc3S2(=O)=O)nn1
10	-6	CC1Oc2ccccc2N(Cc2ccccc2F)C1=O (stereo unspecified)
13	10	COC(=O)C1CN(Cc2cn(Cc3ccc(Cl)cc3)nn2)CCS(=O)(=O)N1Cc1ccc(F)cc1 (stereo unspecified)
15	10	C[C@@H](C(=O)Nc1ccc2ccccc2c1)[C@H]1C[C@]1(C)[C@H](NC(=O)c1cccnc1)c1ccccc1
1	29	CCCCOCCCNC(=O)C[C@H]1C[C@@]2(C(=O)OC)C(=C[C@H](C(C)C)O[C@@H]2C2CC2)N(Cc2cccc3ccccc23)C1=O
2	-6	COC(=O)C1CN(Cc2ccc(Cl)cc2)CCS(=O)(=O)N1Cc1cn(Cc2ccccc2)nn1 (stereo unspecified)
5	20	CCCCN1CC(=O)N2[C@H](C[C@@]3(C)c4ccccc4N(S(=O)(=O)c4ccccc4)[C@@H]23)C1=O
-11	-2	Cc1nc([N+](=O)[O-])cn1CC(Cl)Cn1cc([N+](=O)[O-])nc1C
12	17	CC(C)c1ccc(OCCCN2CCC(C(O)(c3ccccc3)c3ccccc3)CC2)cc1
19	-21	COC(=O)[C@]12C[C@H](CC(=O)NCCc3ccccc3OC)C(=O)N(CCC3=CCCCC3)C1=C[C@H](C(C)(C)C)O[C@@H]2C
-10	12	COC(=O)C1CN(Cc2cn(CCC3OCCO3)nn2)CCS(=O)(=O)N1Cc1ccccc1 (stereo unspecified)
-45	-52	O=C(CCn1nnc2ccccc21)N1CCN(c2ccccc2F)CC1
6	9	Cc1ccc(-n2c(SCC(=O)c3ccc(F)cc3)nnc2-c2cccnc2)cc1
-7	1	O=C1NC2(CCCC2)C(=O)N1Cc1cc(=O)n2ccsc2n1
-15	24	Cc1[nH]c2ccccc2c1CC(=O)Nc1ccc(Nc2ccccc2)cc1

Reprinted from the results shown (three entries):
NR2F2 inh	NCOA2 inhibitor	molecule
1	29	CCCCOCCCNC(=O)C[C@H]1C[C@@]2(C(=O)OC)C(=C[C@H](C(C)C)O[C@@H]2C2CC2)N(Cc2cccc3ccccc23)C1=O
2	-6	COC(=O)C1CN(Cc2ccc(Cl)cc2)CCS(=O)(=O)N1Cc1cn(Cc2ccccc2)nn1 (stereo unspecified)
5	20	CCCCN1CC(=O)N2[C@H](C[C@@]3(C)c4ccccc4N(S(=O)(=O)c4ccccc4)[C@@H]23)C1=O

Following part
NR2F2 inh	NCOA2 inhibitor	molecule
-3	-35	CC(C)C[C@H]1COc2cc(Br)ccc2S(=O)(=O)N1Cc1cn(Cc2ccc(C(F)(F)F)cc2)nn1
-4	-16	COC(=O)C[C@H]1CC[C@@H]2[C@H](COc3ccc(NC(=O)c4cccc(Cl)c4)cc3C(=O)N2C)O1
16	11	Cc1c(C2C(C#N)=C(N)N(c3cccc([N+](=O)[O-])c3)C3=C2C(=O)CCC3)cnn1C (stereo unspecified)
12	15	O=S(=O)(c1ccccc1F)n1c(CN2CCOCC2)nc2ccccc21
1	-1	C[C@H]1COc2cc(NCCCN3CCOCC3)ccc2S(=O)(=O)N1
4	-4	CC(=O)O[C@@]1(C(C)=O)CCC2[C@H]3C=C(C)C4=CC(=O)CC[C@@]4(C)C3CC[C@]21C (stereo partly specified)
14	7	COC(=O)[C@]12C[C@H](CC(=O)NCCCCc3ccccc3)C(=O)N(CCc3ccc(OC)c(OC)c3)C1=C[C@H](C1CCCC1)O[C@@H]2C
7	-1	Cc1cc(C(=O)O[C@@H]2CCC[C@]3(C(=O)N(Cc4ccccc4)c4ccccc43)[C@H]2NC(=O)CCc2ccccc2)no1
-29	-18	CCN(CCOC(=O)Nc1ccc(Cl)cc1)C(=O)Nc1ccc(Cl)cc1
-2	-7	CCCCn1c(=N)n(CC(=O)c2ccc(OC)cc2)c2ccccc21
-23	0	COc1ccc(-n2c(SCC(=O)Nc3ccc4c(c3)OCO4)nc3sc4c(c3c2=O)CCCC4)cc1
-25	10	O=C(Nc1cccc([N+](=O)[O-])c1)OCc1ccc2c(c1)OCO2
-2	3	CCOC(=O)[C@@]12CCC3=C1N(CCC3)C(=O)[C@H](CC(=O)NCc1cccc(C(F)(F)F)c1)C2
2	-2	CN(C)c1ccc(Cn2c(=O)n(Cc3ccc(C(=O)NCC4COC4)cc3)c(=O)c3ccccc32)cc1
-11	6	Cc1cc(NC(=O)CCC(=O)N(c2cccnc2)C(C(=O)NC2CCCC2)c2ccccc2F)no1 (stereo unspecified)
8	-24	CCc1nc(N=C(N)N)nc2ccccc12
-2	-4	CCC(c1c[nH]c2ccccc12)c1cn(C)c2ccccc12 (stereo unspecified)
14	26	O=C(O)CCC(=O)c1ccc2ccc3cccc4ccc1c2c34
-4	-6	CCCCCCCCNS(=O)(=O)/C=C/c1ccc(OC)cc1CNC(=O)OC(C)(C)C
-3	2	COC(=O)[C@]12C[C@H](CC(=O)NCC3CCCCC3)C(=O)N(CCc3ccc(OC)c(OC)c3)C1=C[C@H](C(C)(C)C)O[C@@H]2C
3	-6	CCn1cc(C(=O)O)c(=O)c2cnc(N3CCN(C(=S)Nc4ccc(F)cc4)CC3)nc21
4	-5	O=C(N[C@H](Cc1ccccc1)C(=O)NCc1cccc2ccccc12)[C@H]1O[C@@H](n2ccc(=O)[nH]c2=O)[C@H](O)[C@@H]1O
-4	18	CCn1c(Cc2cccs2)nnc1SCC(=O)c1ccc(Cl)cc1
-14	-17	O=S(=O)(c1ccc(F)cc1)N1CCCc2nc(-c3ccccc3)ccc21

Compound profiles, as listed above. Order of values: NR2F2 inh, NCOA2 inhibitor
Profile of O=S(=O)(c1ccc(F)cc1)N1CCCc2nc(-c3ccccc3)ccc21 → -14, -17
Profile of CCOC(=O)N1CCN(C(=O)C[C@H]2C[C@@]3(C(=O)OC)C(=C[C@H](COCc4ccccc4)O[C@@H]3C)N(Cc3ccccc3)C2=O)CC1 → 2, -3
Profile of CN(C)c1ccc(Cn2c(=O)n(Cc3ccc(C(=O)NCC4COC4)cc3)c(=O)c3ccccc32)cc1 → 2, -2

The list continues:
NR2F2 inh	NCOA2 inhibitor	molecule
10	20	CC(CCN1CCC(C(O)(c2ccccc2)c2ccccc2)CC1)Oc1ccc(F)cc1 (stereo unspecified)
13	7	COc1ccc(C2C(C(=O)Nc3ccc(C)c(C)c3)CCC(=O)N2c2ccc(OC)cc2)cc1 (stereo unspecified)
-7	-10	Nc1sccc1C(=O)c1ccccc1
1	-2	COC(=O)[C@]12C[C@H](CC(=O)NCC34CC5CC(CC(C5)C3)C4)C(=O)N(Cc3ccco3)C1=C[C@H](C(C)(C)C)O[C@@H]2C
0	-6	COc1ccc(C2C(C(=O)Nc3ccc(Cl)cc3)CCC(=O)N2c2ccc(OC)cc2)cc1 (stereo unspecified)
13	-20	CCn1c(SCC(=O)Nc2ccccc2)nc2nc3c(cc2c1=O)COC(C)(C)C3
-17	-37	C[C@H]1CN(C(=O)OC(C)(C)C)CCN1c1ccc(N2CC[C@@H](O)C2)c(C#N)c1
20	-13	Cc1nn(-c2ccccc2)c2sc(C(=O)NCC3CCCO3)cc12 (stereo unspecified)
3	20	CC[C@H](CCC(=O)N(c1ccccc1)c1ccccc1)C1CC1
-4	7	CCOC(=O)c1sc(NC(=O)c2cncc(Br)c2)nc1C
5	1	O=C(c1cccs1)N(CCO)Cc1cc2cc3c(cc2[nH]c1=O)OCCO3
2	-14	CCc1c(-c2ccc(F)cc2F)ncn1CCc1ccccc1OC
1	17	CCOC(=O)[C@]12CCCCC/C=C\1N(Cc1ccc(OC)cc1)C(=O)[C@H]2CC(=O)NCCc1ccccc1OC

Screening results: PubChem BioAssay, The Scripps Research Institute Molecular Screening Center
